MT1-MMP txn act: MT1-MMP promoter reporter activation – cell-based, luciferase luminescence, primary screen; HT1080 MT1-MMP promoter luciferase reporter, overnight; active compounds read high; activation factor at 10 µM; 86,000 compounds, 0.16% hits;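 active = activation factor of at least 2 for MT1-MMP transcription at 10 µM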
sEH inhibitor: soluble epoxide hydrolase inhibitors, primary screen, biochemical, human sEH | recombinant human sEH enzymatic activity assay | 91,000 compounds, 0.34% hits | inhibition, % at 2 µM; in the data active = inhibition above about 80%; note: values of inactives mirror those of a sister screen read the other way; many of its hits are not listed in these tables
Candida biofilm: clotrimazole potentiators killing Candida biofilms, primary screen, with clotrimazole, Alamar Blue | C. albicans biofilm + clotrimazole | inhibition, % at 6 µM | 85,000 compounds, 0.14% hits;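 active = inhibition above 20%; inactive = inhibition below 20%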;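 note: preformed 24 hr biofilms exposed to compound for 48 hr; 0% = biofilm without compound and 100% = blank killed by clotrimazole plus chlorhexidine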
Smad3 inh: Smad3/FoxH1 peptide binding inhibitors, primary screen, biochemical, TR-FRET. Mothers against decapentaplegic homolog 3 (Homo sapiens), P84022. TR-FRET Smad3/Dy647-FoxH1 peptide binding, europium anti-His. inhibition, % at 25 µM. 88,000 compounds, 0.29% hits. AID 630, 2007;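 active = compounds that reduce the energy-transfer binding signal between the protein and its labelled peptide by more than half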;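 note: 0% = Smad3 plus labelled peptide maximal FRET and 100% = peptide-only background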
Mac1 fbg enh: enhancers of CD11b/CD18 adhesion to fibrinogen, primary screen, K562 cells, luminescence; AID 1499, 2009; ATPlite luminescence; 93,000 compounds, 0.07% hits; activation, % at 10 µM;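 active = 10 µM primary screen giving 50% or more activity, confirmed by 40% or more on retest at that dose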; note: strong numbers were not always called active; reference of the scale not given here
ERa SRC1 pot: enhancers of ERα–SRC-1 coactivator binding, primary screen, biochemical, TR-FRET, ERα LBD, low estradiol. Estrogen receptor (Homo sapiens), P03372. TR-FRET ERalpha-LBD/SRC-Cy5 coactivator binding, 2 h; 100 = basal binding, no effect. coactivator binding (% of control), % at 25.6 µM. 86,000 compounds, 1.3% hits. AID 639, 2007; in the data active = activity above about 200%;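 note: binding measured in presence of low estradiol as agonist stimulus; 0% = peptide alone without receptor and 100% = receptor with peptide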
Target sequence (P03372 whole entry, looked up, the tested form may be a part): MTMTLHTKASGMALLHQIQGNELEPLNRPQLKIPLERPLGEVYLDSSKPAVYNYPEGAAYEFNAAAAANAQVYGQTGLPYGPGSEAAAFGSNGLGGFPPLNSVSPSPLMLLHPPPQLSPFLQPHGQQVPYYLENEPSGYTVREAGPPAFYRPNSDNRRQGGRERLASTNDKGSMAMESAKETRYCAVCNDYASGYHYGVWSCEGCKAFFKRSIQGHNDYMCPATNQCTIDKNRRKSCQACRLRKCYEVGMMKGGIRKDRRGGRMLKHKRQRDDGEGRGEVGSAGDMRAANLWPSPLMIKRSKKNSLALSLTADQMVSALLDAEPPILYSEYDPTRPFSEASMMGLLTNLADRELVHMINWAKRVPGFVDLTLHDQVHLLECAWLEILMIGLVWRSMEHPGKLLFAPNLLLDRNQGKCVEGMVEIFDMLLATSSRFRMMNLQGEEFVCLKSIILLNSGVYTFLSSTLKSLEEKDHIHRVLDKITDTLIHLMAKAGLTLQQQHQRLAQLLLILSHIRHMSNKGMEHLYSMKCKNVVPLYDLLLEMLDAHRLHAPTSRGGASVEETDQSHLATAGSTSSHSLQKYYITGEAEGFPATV
ERb SRC1 inh: inhibitors of ERβ-SRC1 coactivator interaction, primary screen, biochemical, TR-FRET, ERβ LBD, SRC-1 peptide; Estrogen receptor beta (Homo sapiens), Q92731; TR-FRET ER-beta LBD / SRC1-Cy5 peptide binding; receptor agonist-loaded with 1 µM estradiol; inhibition, % at 25.6 µM; 86,000 compounds, 1.3% hits; AID 633, 2007;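 active = compounds whose percent inhibition of the receptor-coactivator binding signal exceeds about 50% in the single-dose screen, limit read from the data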;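 note: 0% = receptor plus peptide wells without compound and 100% = peptide-only wells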
Mac1 fbg inh: inhibitors of CD11b/CD18 adhesion to fibrinogen, primary screen, K562 cells, luminescence | Integrin beta-2 (Homo sapiens) + Integrin alpha-M (Homo sapiens), P05107+P11215 | ATPlite luminescence; Mn2+ added to activate the integrin | inhibition, % at 10 µM | 93,000 compounds, 0.54% hits | AID 1497, 2009;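 active = primary inhibition of 50% or more at 10 µM, then 40% or more on retest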; note: some results filed as inactive read as strong as hits
sEH activator: soluble epoxide hydrolase activators, primary screen, biochemical, human sEH; activation, % at 2 µM; purified human sEH enzymatic activity, activator screen; AID 717, 2007; 91,000 compounds, 0.04% hits; in the data active = activation above about 37%; note: values of inactives mirror those of a sister screen read the other way
* = called active by the depositor; . = not tested or not shown; [ ] = another dose, or the depositor's remark. A portion of the library; count on the stated rates, not on these rows.

SMILES | MT1-MMP txn act | sEH inhibitor | Candida biofilm | Smad3 inh | Mac1 fbg enh | ERa SRC1 pot | ERb SRC1 inh | Mac1 fbg inh | sEH activator
Cc1cc(C(=O)NNC(=S)NC(=O)/C=C/c2ccccc2Cl)n[nH]1 | . | -1 | 7 | -1 | 1 | 78 | 13 | 65* | 3
c1cnc2c(OCc3cn4cccnc4n3)cccc2c1 | 1.2 | -17 | 0 | -3 | -2 | 86 | 36 | 10 | 16
Cn1cccc1Cc1nnc(SCC(=O)Nc2ccccc2F)n1CCc1ccccc1 | 1.1 | -8 | 14 | -1 | -1 | 123[fluorescence artefact?] | -2 | -1 | 8
O=C(COc1ncnc2ccccc12)N1CCOCC1 | 1 | . | . | 4 | -7 | 95 | -2 | -2 | .
CCOC(=O)COc1ccc(S(=O)(=O)N2CCN(c3ccc(F)cc3)CC2)cc1 | 1.1 | 1 | 0 | 0 | 3 | 106 | -8[fluorescence artefact?] | -2 | 1
COc1ccccc1N1CCN(C(=O)C(OC(C)=O)c2ccccc2)CC1 (stereo unspecified) | 1.1 | -4 | 6 | -10 | -4 | 113 | -4 | -8 | 4
Cc1nc(NC(C)C(=O)O)c2nc(C)oc2n1 (stereo unspecified) | 1.1 | -3 | 1 | 5 | . | 124[fluorescence artefact?] | -3 | . | 4
CCN(CC)Cc1nc2c(c(=O)[nH]1)C1(CCCCC1)Cc1ccccc1-2 | 1.1 | -8 | 6 | 4 | 0 | 137 | -1 | -15 | 6
O=C(c1csc2c1CCCCC2)N1CCN(c2ncccn2)CC1 | 1.2 | -6 | . | . | 15 | . | . | -30 | 8
Cc1ccc(S(=O)(=O)N2CCN(c3nc(C(C)C)c4c(c3C#N)CC(C)(C)OC4)CC2)cc1 | 0.9 | -7 | 10 | -10 | 3 | 136 | 2[fluorescence artefact?] | -34 | 8
O=C(NCCN1CCOCC1)c1cc(-c2ccc(Br)cc2)on1 | 1.3 | -7 | 8 | 4 | 1 | 129 | -13 | 1 | 8
Cc1ccc(C(=O)NCc2ccc3c(c2)OCO3)cc1S(=O)(=O)N1CCCCC1 | 1.1 | 64 | -6 | -3 | . | 105 | 3 | . | -64
COc1cc(-c2csc(C)n2)ccc1O | 1 | -3 | 10 | 9 | -7 | 118 | -2[fluorescence artefact?] | 7 | 4
O=C1CC(c2ccco2)Cc2nc(N3CCN(Cc4ccc5c(c4)OCO5)CC3)ncc21 (stereo unspecified) | 1.1 | -8 | 7 | 11 | -3 | 124 | -8 | 53 | 7
COc1ccc(C(=O)C(C)N(C(=O)c2ccc(Cl)cc2Cl)N2C(=O)C3C4C=CC(C4)C3C2=O)cc1 (stereo unspecified) | . | -3 | . | . | -3 | . | . | -7 | 1
CCCCNC(=S)NNC(=O)c1cc(C)on1 | . | 4 | . | . | -5 | . | . | 1 | -2
CCC(CC)C(=O)N(c1ccc(F)cc1)C1C=CS(=O)(=O)C1 (stereo unspecified) | 0.9 | 7 | 9 | 12 | -3 | 117[fluorescence artefact?] | -5 | -6 | -6
CCCS(=O)(=O)N1CCC(C(=O)NCCN2CCC(Cc3ccccc3)CC2)CC1 | 1.2 | . | 0 | 6 | -1 | 105 | -5 | -14 | .
O=c1c(N2CCCCC2)coc2ccccc12 | . | 10 | 6 | -2[fluorescence artefact?] | 5 | 109 | 5 | 13 | -11
Cc1ccc(S(=O)(=O)N(Cc2ccccc2)Cc2ccco2)cc1 | 1.1 | -10 | . | -16 | 2 | 102[fluorescence artefact?] | 7[fluorescence artefact?] | 6 | 10
COc1ccc(Cn2c(CCC(=O)O)nc3cccnc32)cc1 | 1.2 | -21 | -4 | 2 | -2 | 101 | 3 | -9 | 17
CCC1S/C(=N/C(=O)NC2CCCCC2)NC1=O (stereo unspecified) | 1.2 | 0 | 9 | 1 | . | 91 | -21[fluorescence artefact?] | . | 1
COC(=O)c1ccccc1NC(=O)CSc1nnnn1C | 1.2 | 7 | 7 | 1 | . | 106 | -5[fluorescence artefact?] | . | -2
Cc1ccc(CNC(=O)c2sccc2-n2cccc2)cc1 | 1.2 | 3 | -2 | 1 | -2 | 81 | -9 | -24 | -2
COc1ccc(N2CSC3=C(C#N)C(c4cc(OC)c(OC)cc4OC)CC(=O)N3C2)c(OC)c1 (stereo unspecified) | 1.1 | 14 | 6 | 33 | -4 | 101[fluorescence artefact?] | -10 | -1 | -15

(more compounds)
SMILES | MT1-MMP txn act | sEH inhibitor | Candida biofilm | Smad3 inh | Mac1 fbg enh | ERa SRC1 pot | ERb SRC1 inh | Mac1 fbg inh | sEH activator
COc1ccc(-c2nnc(SCc3ccccn3)n2C)cc1 | 1.6 | 12 | 10 | -10 | . | 107[fluorescence artefact?] | 13 | . | -9
Cc1cc2nn(-c3cccc4ccccc34)nc2cc1N | 1.9 | -13 | 9 | 18 | 8 | 73[fluorescence artefact?] | 10[fluorescence artefact?] | -19 | 17
Cc1cccc(N(CC(=O)NC2CCCC2)C(=O)c2c(C)noc2C)c1 | 1.1 | -4 | 8 | -5 | . | 94 | 1 | . | 6
CCOc1ccc(Cl)cc1CNCCNCCO | . | 4 | . | . | 1 | . | . | -7 | -1
COc1ccc(OCC(=O)Nc2ccc(N3CCOCC3)cc2)cc1 | 1.1 | . | 7 | 5 | -3 | 103 | 14 | -1 | .
C#CCOC(=O)CCC(=O)NCCc1ccccc1 | 1.1 | . | 4 | 4 | -3 | 108 | 9[fluorescence artefact?] | -8 | .
CCCC(=O)Nc1cc(-c2nnc(OC)c3ccccc23)ccc1N1CCOCC1 | 1.2 | 6 | 7 | -1 | . | 106 | -1 | . | -4

Exported with two lines to a compound: part of the list above
Results follow in this order: MT1-MMP txn act, sEH inhibitor, Candida biofilm, Smad3 inh, Mac1 fbg enh, ERa SRC1 pot, ERb SRC1 inh, Mac1 fbg inh, sEH activator
COc1ccc(Cn2c(CCC(=O)O)nc3cccnc32)cc1
→ 1.2, -21, -4, 2, -2, 101, 3, -9, 17
CCC1S/C(=N/C(=O)NC2CCCCC2)NC1=O (stereo unspecified)
→ 1.2, 0, 9, 1, ., 91, -21[fluorescence artefact?], ., 1
COC(=O)c1ccccc1NC(=O)CSc1nnnn1C
→ 1.2, 7, 7, 1, ., 106, -5[fluorescence artefact?], ., -2
Cc1ccc(CNC(=O)c2sccc2-n2cccc2)cc1
→ 1.2, 3, -2, 1, -2, 81, -9, -24, -2
COc1ccc(N2CSC3=C(C#N)C(c4cc(OC)c(OC)cc4OC)CC(=O)N3C2)c(OC)c1 (stereo unspecified)
→ 1.1, 14, 6, 33, -4, 101[fluorescence artefact?], -10, -1, -15
COc1ccc(-c2nnc(SCc3ccccn3)n2C)cc1
→ 1.6, 12, 10, -10, ., 107[fluorescence artefact?], 13, ., -9
Cc1cc2nn(-c3cccc4ccccc34)nc2cc1N
→ 1.9, -13, 9, 18, 8, 73[fluorescence artefact?], 10[fluorescence artefact?], -19, 17
Cc1cccc(N(CC(=O)NC2CCCC2)C(=O)c2c(C)noc2C)c1
→ 1.1, -4, 8, -5, ., 94, 1, ., 6
CCOc1ccc(Cl)cc1CNCCNCCO
→ ., 4, ., ., 1, ., ., -7, -1
